m-calpain inh: calpain II (pig) inhibition. purified calpain II, fluorogenic peptide substrate, 30 min. inhibition, % at 16 µM. 0.37% of 220,000 active. AID 1236;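 active = inhibition above about 50%, limit read from the data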
TRPN1 ag: activates the zebrafish TRPN1 channel. HEK293 zebrafish TRPN1-YFP, Fluo-8 calcium fluorescence; 100% = response to 87 µM carbachol. 0.18% of 220,000 active. AID 1424. activation, % at 3 µM;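 active = activation above its plate's cutoff, the mean activation of test wells on that plate plus 3 SD, cut at about 19% in these data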;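 note: 0% = DMSO alone and 100% = 87 µM carbachol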
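Material: zebrafish TRPN1-YFP in HEK293 cells. Doses: one dose of 3 µM, 0.3% DMSO. Incubation: dye 1 h 37 °C plus 30 min RT. Measured by: intracellular calcium fluorescence with Fluo-8.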
Tb hexokinase: blocks Trypanosoma brucei hexokinase 1 activity. recombinant TbHK1, G6PDH-coupled NADH A340. 0.11% of 220,000 active. inhibition, % at 10 µM. AID 1430;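 active = inhibition of 50% or more in the single-dose primary screen; inactive = inhibition below 50%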
Furin inhibitor: blocks human furin protease activity; P09958; purified furin, fluorogenic substrate cleavage; inhibition, % at 30 µM; 0.061% of 220,000 active; AID 463115; in the data active = inhibition above about 25%; note: inactives centre near -15
EBV gp42 inh: inhibitors of Epstein-Barr virus glycoprotein 42; Q1HVG2; Fluorescence polarization binding assay, mP read-out; inhibition, % (tested at 21.74 µM); 0.42% of 220,000 active; in the data active = inhibition above about 50%
Cl transport mod: modulates chloride dependent transport by human KCC2 | Q9H2X9 | KCC2 cells, thallium flux FluoZin-2 fluorescence | 2.2% of 190,000 active | AID 1456 | B-score of Tl+ flux slope (higher = more flux/activation; lower = inhibition) at 10 µM;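 active = thallium flux slope and its plate-corrected score both differing from the plate sample mean at a set confidence after two filtering rounds, in either direction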;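 note: slope of fluorescence scaled to starting intensity during 10 to 20 s after thallium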
TRPML3 agonist: activates the human TRPML3 channel; Q8TDD5; HEK293 TRPML3-YFP, Fluo-8 calcium fluorescence; 100% = the carbachol control signal; activation, % at 3 µM; 0.29% of 220,000 active; AID 1448;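 active = activation above its plate's cutoff, the mean activation of the plate's test wells plus 3 SD, cut at about 12% in these data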;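 note: 0% = DMSO only wells and 100% = carbachol wells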
Target sequence (Q8TDD5 whole entry, looked up): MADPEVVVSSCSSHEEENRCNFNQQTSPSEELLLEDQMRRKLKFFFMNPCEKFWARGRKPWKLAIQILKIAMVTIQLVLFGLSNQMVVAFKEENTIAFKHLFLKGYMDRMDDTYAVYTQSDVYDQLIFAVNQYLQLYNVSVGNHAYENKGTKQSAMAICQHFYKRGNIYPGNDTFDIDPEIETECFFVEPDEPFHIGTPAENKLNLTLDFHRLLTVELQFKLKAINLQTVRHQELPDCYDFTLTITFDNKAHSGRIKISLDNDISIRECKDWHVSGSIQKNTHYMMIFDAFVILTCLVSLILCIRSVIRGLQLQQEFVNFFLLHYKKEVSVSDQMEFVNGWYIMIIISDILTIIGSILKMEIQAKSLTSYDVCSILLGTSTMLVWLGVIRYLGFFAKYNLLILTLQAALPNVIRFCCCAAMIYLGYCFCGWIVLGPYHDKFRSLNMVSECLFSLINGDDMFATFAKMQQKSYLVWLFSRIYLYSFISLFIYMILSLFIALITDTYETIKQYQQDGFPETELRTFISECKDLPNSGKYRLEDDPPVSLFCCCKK
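Test system – HEK293 line with stable expression of human TRPML3-YFP channel · Control set – carbachol 87 µM final as high control (100%), DMSO as low control (0%) · Signal – Fluo-8 calcium dye fluorescence, ex 470-495, em 515-575 nm · Incubation – 1-h 37 °C dye load, 5-s basal, 120-s post-compound reads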
Thrombin inh: inhibitors of human thrombin; P00734; alpha-thrombin, Boc-VPR-AMC fluorogenic substrate cleavage; inhibition, % at 5 µM; 0.26% of 220,000 active;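 active = inhibition at or above 40%; inactive = inhibition below 40%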;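 note: 0% = enzyme with no compound and 100% = wells without enzyme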
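Test system: human alpha-thrombin; medium: pH 7.5 Tris-saline with Tween 20; times: reaction at room temperature; signal: AMC fluorescence at 355 nm excitation and 460 nm emission; also added: Boc-VPR-AMC substrate, 15 µM final; dosing: one concentration per compound, 5 µM, with 0.2% DMSO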
PPC-1+TRAIL kill: PPC-1 cancer cell killing with TRAIL present; PPC-1 cells + TRAIL, ATPLite viability luminescence; cell killing (% activity), % at 4 µM; 0.41% of 220,000 active; AID 1443;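 active = cell killing above 50% in the first pass at 4 µM, then a duplicate retest at 5 µM averaging 50% or more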;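 note: plate controls were cells with TRAIL plus DMSO for no effect and medium-only wells lacking cells for full effect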
* hit, by the source's call; . = no result given; [ ] = dose if it differs, or a comment.

nr	Compound	m-calpain inh	TRPN1 ag	Tb hexokinase	Furin inhibitor	EBV gp42 inh	Cl transport mod	TRPML3 agonist	Thrombin inh	PPC-1+TRAIL kill
1	C/C(=N\NC(=O)c1nn(C)cc1Br)c1ccc(NC(=O)c2ccncc2)cc1	-9	0.8	-18	-12	-1	0.3	0.9	-9	19
2	CCCCN(C)C(=O)c1nc2ccccn2c1CN1CCN(C(=O)c2cccs2)CC1	-24	-0.1	-9	-16	-9	0.41	1.2	-9	16
3	CCCCn1cnc2cc(C)c(C)cc21	17	-0.4	7	-2	4	-0.025	-0.2	-2	6
4	Cc1ccccc1OCC(=O)NNC(=O)c1ccc(-c2ccccc2)cc1	-13	-1.0	-6	-8[20 µM]	-9	.	-0.6	-3	-15
5	Cc1ccccc1C(=O)N1CCC(C(=O)Nc2ccc(S(=O)(=O)N3CCCC3)cc2)CC1	11	0.1	-1	-12[20 µM]	-32	0.057	0.3	-6	14
6	N#Cc1cc(C(=O)c2cc(Cl)ccc2O)cn(CC2CCCO2)c1=O (centres undefined)	24	0.6	-10	-2	-7	0.078	-0.2	0	17
7	CCn1cc(C2=NOC(C(=O)Nc3ccccc3C(=O)OC)C2)c(C)n1 (centres undefined)	-19	2.0	-3	-1	-11	0.37	1.3	-3	10
8	C=CCn1c(SCC(=O)NCCCC)nc2scc(-c3ccco3)c2c1=O	-5	-0.8	2	-8[20 µM]	-14	0.16	0.5	0	14

7 records picked at random from those above, as already listed:
nr	Compound	m-calpain inh	TRPN1 ag	Tb hexokinase	Furin inhibitor	EBV gp42 inh	Cl transport mod	TRPML3 agonist	Thrombin inh	PPC-1+TRAIL kill
7	CCn1cc(C2=NOC(C(=O)Nc3ccccc3C(=O)OC)C2)c(C)n1 (centres undefined)	-19	2.0	-3	-1	-11	0.37	1.3	-3	10
1	C/C(=N\NC(=O)c1nn(C)cc1Br)c1ccc(NC(=O)c2ccncc2)cc1	-9	0.8	-18	-12	-1	0.3	0.9	-9	19
6	N#Cc1cc(C(=O)c2cc(Cl)ccc2O)cn(CC2CCCO2)c1=O (centres undefined)	24	0.6	-10	-2	-7	0.078	-0.2	0	17
2	CCCCN(C)C(=O)c1nc2ccccn2c1CN1CCN(C(=O)c2cccs2)CC1	-24	-0.1	-9	-16	-9	0.41	1.2	-9	16
8	C=CCn1c(SCC(=O)NCCCC)nc2scc(-c3ccco3)c2c1=O	-5	-0.8	2	-8[20 µM]	-14	0.16	0.5	0	14
3	CCCCn1cnc2cc(C)c(C)cc21	17	-0.4	7	-2	4	-0.025	-0.2	-2	6
4	Cc1ccccc1OCC(=O)NNC(=O)c1ccc(-c2ccccc2)cc1	-13	-1.0	-6	-8[20 µM]	-9	.	-0.6	-3	-15

Additional results.
nr	Compound	m-calpain inh	TRPN1 ag	Tb hexokinase	Furin inhibitor	EBV gp42 inh	Cl transport mod	TRPML3 agonist	Thrombin inh	PPC-1+TRAIL kill
9	Cc1cc(C)nc(SCC(=O)NN=C2CCCC2)n1	-48	0.7	0	-18	-8	-0.26	1.5	-6	.
10	C=CCOC(=O)C(C#N)c1nc2ccccc2nc1N1CCN(c2ccccc2OCC)CC1 (centres undefined)	-8	1.6	-10	6	-15	-0.57	0.9	-3	-4
11	Brc1ccc(-c2noc(COc3ccc4c(c3)CCC4)n2)o1	-10	-1.5	10	-14	-1	-0.052	-0.1	0	16
12	CCOc1ccccc1Nc1nc2ccccc2n1C(C)C	-8	-2.6	-2	-23	20	-0.89	-0.9	1	21
13	COc1ncccc1-c1nnn(-c2ccc(F)cc2)n1	13	-1.8	-7	-34	-5	0.49	0.4	-1	21
14	COc1ccc(NC(=O)COc2ccc(C(=O)NC3CCCc4ccccc43)cc2OC)cc1 (centres undefined)	29	-0.2	1	-23	-27	-0.25	0.7	-4	28
15	CN(Cc1ccccc1)Cc1c[nH]c2ccccc12	-16	1.8	4	-7[20 µM]	-8	0.023	0.4	-1	8
16	COc1ccc(C)cc1NC(=O)C(Sc1nnc(Nc2cc(C)ccc2OC)s1)c1ccccc1 (centres undefined)	-23	-1.1	-9	-6	3	-2.6	-0.3	-1	-3

Only Furin inhibitor (four entries from above):
entry | canonical_smiles | Furin inhibitor
12 | CCOc1ccccc1Nc1nc2ccccc2n1C(C)C | -23
13 | COc1ncccc1-c1nnn(-c2ccc(F)cc2)n1 | -34
14 | COc1ccc(NC(=O)COc2ccc(C(=O)NC3CCCc4ccccc43)cc2OC)cc1 (centres undefined) | -23
15 | CN(Cc1ccccc1)Cc1c[nH]c2ccccc12 | -7[20 µM]

(cont.)
nr	Compound	m-calpain inh	TRPN1 ag	Tb hexokinase	Furin inhibitor	EBV gp42 inh	Cl transport mod	TRPML3 agonist	Thrombin inh	PPC-1+TRAIL kill
17	Nc1ccc(N2CCN(c3ccc(F)cc3)CC2)cc1	14	-0.3	6	-7	-12	0.34	-0.4	11	-8
18	Cc1cc(C(=O)N/N=C/c2cccnc2)c(C)o1	-4	0.3	2	-7[20 µM]	-8	.	0.1	-9	-6
19	Cc1ccc(N2C(=O)/C(=C/c3ccco3)SC2=S)cc1	2	1.2	15	-19	4	0.065	0.6	-1	12
20	COc1ccc(N(C(=O)Cn2nnc(-c3ccc(Cl)cc3)n2)C(C(=O)NCC2CCCO2)c2ccncc2)cc1 (centres undefined)	-15	-0.1	0	-19	-2	-0.75	0.6	-1	.
21	CCN1C(=O)C(CC(=O)Nc2ccc(F)cc2)N(Cc2ccco2)C1=S (centres undefined)	16	-0.3	12	2	-8	0.024	0.4	-8	11
22	O=C(Nc1cccc(Cl)c1)Nc1nnc(CSCCOc2ccc(Cl)cc2)s1	15	0.1	-6	-30	-2	0.32	-0.3	1	38
23	COc1cc(C(=O)NC(=S)Nc2ccc([N+](=O)[O-])cc2)cc(OC)c1OC	26	2.0	-17	-17	6	0.62	0.2	-5	13
24	COc1ccc(-c2nc(NC(=O)Cn3c(=O)oc4ccccc43)sc2C)cc1	-7	-0.1	-4	-25	-26	0.085	0.9	-5	18
25	O=c1[nH]n2c(C(F)(F)F)cc(C3CC3)nc2c1N=Nc1ccccc1	-4	2.0	-12	-5	-12	.	-0.2	7	25
26	N=C(N)c1ccc(/C=C/c2ccc(C(=N)N)cc2O)cc1	-29	0.2	-65	10	-20	0.062	0.7	-5	12
27	Nc1ccc(Cl)cc1/C(=N/O)c1ccccc1	-15	-0.3	2	-11	-16	-1.1	-0.5	6	14

Screening results as filed in PubChem BioAssay.
